# High-throughput results (PubChem)
# STAT1 blocker = STAT1 signaling inhibitors, primary screen, cell-based, HTS, luciferase reporter. NIH 3T3 STAT1-luciferase reporter, IFN-gamma, luminescence. inhibition, % at 5.5 µM. hit rate 0.35% among 200,000. AID 920, 2007;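 active = inhibition above a set limit, the mean inhibition across all tested compounds plus 3 SD, cut at about 34% in these data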;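 note: 0% = IFN-gamma with DMSO and 100% = IFN-gamma with 300 µM nifuroxazide; values of inactives mirror those of a sister screen read the other way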
# FLuc stim CS = FLuc activators, initial screening, artefact control for FLuc-dependent activation tests, biochemical, ATPlite luminescence; activation factor at 10 µM; 200,000 tested, under 10 active; Luciferin 4-monooxygenase (Photinus pyralis), P08659; AID 1027, 2008; ATPlite luciferase biochemical, 10 min; 0 = ATP-free wells, 1 = DMSO control;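 active = luciferase activation factor, scaled between plate controls, of at least 2 with compound at 10 µM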
# Target sequence (P08659 whole entry, looked up): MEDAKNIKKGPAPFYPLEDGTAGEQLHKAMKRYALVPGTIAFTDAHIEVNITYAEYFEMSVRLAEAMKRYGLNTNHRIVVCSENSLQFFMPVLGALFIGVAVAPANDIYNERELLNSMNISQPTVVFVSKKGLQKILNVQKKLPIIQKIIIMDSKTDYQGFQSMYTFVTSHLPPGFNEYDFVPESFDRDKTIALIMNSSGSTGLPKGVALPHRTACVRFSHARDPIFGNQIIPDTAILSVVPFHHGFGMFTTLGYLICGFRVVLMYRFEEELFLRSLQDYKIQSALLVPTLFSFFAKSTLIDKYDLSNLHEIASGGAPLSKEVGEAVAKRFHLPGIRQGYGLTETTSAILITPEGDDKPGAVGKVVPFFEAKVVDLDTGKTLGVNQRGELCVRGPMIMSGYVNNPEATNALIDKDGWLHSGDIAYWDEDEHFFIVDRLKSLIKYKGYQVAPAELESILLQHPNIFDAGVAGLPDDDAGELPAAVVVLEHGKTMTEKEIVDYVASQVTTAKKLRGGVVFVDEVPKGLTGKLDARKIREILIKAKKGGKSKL
#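 test system = cell-free luciferase reagent | medium = PBS as buffer for the ATP substrate | dosing = test compounds dosed from 2 mM stocks in 100% DMSO | incubation = 10 min at ambient temperature | detection = luminescence measurement of luciferase light output | benchmarks = low control with PBS replacing ATP, high control enzyme plus ATP without compound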
# STAT1 act = STAT1 signaling activators, primary screen, cell-based, HTS, luciferase reporter | activation (% of control), % at 5.5 µM | hit rate 2.6% among 200,000 | AID 932, 2007 | NIH 3T3 STAT1-luciferase reporter, IFN-gamma, luminescence; 100% = IFN-gamma alone, no compound;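 active = activation above the screen-wide mean activation plus 3 SD, cut at about 130% in these data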;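 note: raw ratio to IFN-gamma control signal so 100% means no change and 0% no light; values of inactives mirror those of a sister screen read the other way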
# STAT3 inh = IL-6 driven STAT3 reporter inhibitors, primary screen, U3A cells, luciferase, luminescence, MLSCN library | IL-6 STAT3-luciferase reporter; host cell line lacks STAT1 | inhibition, % at 5.5 µM | hit rate 0.89% among 190,000 | AID 862, 2007;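 active = inhibition above the mean inhibition across all screened compounds plus 3 SD, cut at about 44% in these data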;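 note: 0% = DMSO only wells and 100% = 100 µM nifuroxazide control wells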
# STAT3 activator = IL-6 driven STAT3 reporter potentiators, primary screen, U3A cells, luciferase, luminescence, MLSCN library; hit rate 0.91% among 190,000; IL-6 STAT3-luciferase reporter; 100% = signal with IL-6 EC80 alone; activation (% of control), % at 5.6 µM;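 active = activation above the screen-wide mean of compound activation plus 3 SD, cut at about 130% in these data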;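 note: 0% = background luminescence of wells with medium and substrate only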
#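 system = STAT3-luciferase reporter U3A cells | reagent = IL-6 stimulus at 33 ng/mL final | timing = 1 h compound pre-exposure, 6 h IL-6 stimulation, 37 °C | measured by = luminescence | evaluation = % activation versus median of IL-6-stimulated wells | control set = IL-6-only wells as 100% reference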
# NF-kB neuron act = activators of NF-kB expression in neurons, primary screen, cell-based, HTS; human neuronal cells, NF-kB reporter expression; stronger effect = higher value; fold change at 12.5 µM; hit rate 1.6% among 190,000; in the data active = fold change above about 3.3
# APP transl inh = inhibitors of APP translation via 5'UTR reporter, primary screen, APP 5'UTR luciferase, SH-SY5Y cells | inhibition, % at 2 µM | AID 1285, 2008 | SH-SY5Y APP 5'UTR-luciferase reporter, luminescence | hit rate 0.82% among 190,000;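 active = inhibition above a set limit, derived from the sample mean plus 3 SD, cut at about 45% in these data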; note: values of inactives mirror those of a sister screen read the other way
# FLuc inhib CS = firefly luciferase enzyme inhibitors, primary screen, artefact control for luciferase-based inhibitor screens, biochemical, luminescence, ATPLite. 10 min. hit rate 1.5% among 200,000. Luciferin 4-monooxygenase (Photinus pyralis), P08659. inhibition, % at 10 µM;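 active = inhibition above about 50% when tested at 10 µM, limit read from the data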
# ROMK primary = ROMK potassium channel modulators, primary screen, cell-based, thallium flux, MLSMR library; hit rate 2% among 130,000; B-score at 10 µM; AID 1918, 2009; Tet-inducible ROMK, thallium flux fluorescence; actives lie on both sides;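 active = signal ratio slope over the read window, or its plate-corrected B-score, at least 3 SD from the plate mean, either direction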;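 note: B-score of the F/F0 ratio slope over 7 to 12 s after thallium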
# Target sequence (P48048 whole entry, looked up): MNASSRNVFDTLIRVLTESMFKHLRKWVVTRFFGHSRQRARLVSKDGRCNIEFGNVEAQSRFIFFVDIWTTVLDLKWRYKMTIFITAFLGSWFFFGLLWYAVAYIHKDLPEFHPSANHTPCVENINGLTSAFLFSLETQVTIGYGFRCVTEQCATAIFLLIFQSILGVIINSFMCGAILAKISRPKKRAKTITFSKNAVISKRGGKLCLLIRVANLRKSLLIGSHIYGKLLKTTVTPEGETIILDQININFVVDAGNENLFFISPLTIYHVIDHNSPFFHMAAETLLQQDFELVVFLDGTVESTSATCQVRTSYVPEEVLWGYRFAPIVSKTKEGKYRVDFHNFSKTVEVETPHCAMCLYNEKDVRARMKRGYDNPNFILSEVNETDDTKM
# APP 5'UTR act = activators of APP 5'UTR luciferase reporter, primary screen, SH-SY5Y cells; hit rate 1% among 190,000; SH-SY5Y APP 5'UTR luciferase reporter, luminescence; zero percent = DMSO vehicle wells; AID 1276, 2008; activation, % at 2 µM;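 active = activation above a set limit, based on mean plus 3 SD of controls, cut at about 140% in these data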; note: values of inactives mirror those of a sister screen read the other way
# Numbers without * were called inactive; / = not tested or not shown.
no.	Molecule	STAT1 blocker	FLuc stim CS	STAT1 act	STAT3 inh	STAT3 activator
1	CNc1c([N+](=O)[O-])cnn1-c1ccc(Cl)cc1Cl	5	1	95	8	98
2	S=C(NCCN1CCOCC1)Nc1ccc(Cl)cc1Cl	-28	1	125	-18	112
3	Cc1cccc(NC(=S)NCC(C)CSc2ccc(Cl)cc2)c1 (configuration not stated)	3	1.1	95	20	91
4	NC(=O)CCC(NS(=O)(=O)c1ccc(Cl)cc1)C(=O)NCc1ccccc1 (configuration not stated)	3	1	98	-1	100
5	O=C(CSc1nc2[nH]ncc2c(=O)[nH]1)N1CCCC1	-8	1	107	3	102
6	COC(=O)c1c(NC(C)=O)sc2c1CCCC2	-2	1	102	3	104
7	COc1ccc(-c2noc(-c3ccc(Cl)cc3[N+](=O)[O-])n2)cc1OC	-3	0.8	103	4	95
8	CCOC(=O)c1ccc(NS(=O)(=O)c2cc(-c3nnnn3CC)ccc2OC)cc1	6	1	95	-1	103
9	Cc1oc2cc(O)ccc2c(=O)c1N1C(=O)c2ccccc2C1=O	-5	1	105	3	100
10	COc1ccc(-c2nnn(CC(=O)N3CCN(c4ccccc4OC)CC3)n2)cc1	1	1.1	100	9	94
11	CC1=C(C)CS(=O)N(S(=O)(=O)c2ccccc2)C1 (configuration not stated)	5	1.1	96	11	96
12	CNc1ccccc1C(C)(C)c1cc(-c2cccc(OC)c2)no1	16	1	84	22	83

no.	NF-kB neuron act	APP transl inh	FLuc inhib CS	ROMK primary	APP 5'UTR act
1	0.98	3	-1	/	-3
2	3	-22	-4	0.12	22
3	1.6	-8	-7	0.73	8
4	0.95	-2	0	/	2
5	1	13	-3	/	-13
6	0.99	11	-3	/	-11
7	1.9	-42	16	0.053	42
8	0.99	-7	-3	/	7
9	1.3	4	1	/	-4
10	0.93	-6	-5	/	6
11	0.87	11	-7	-5.5*	-11
12	0.76	3	-2	-0.28	-3

# Whole records from above. Order of values: STAT1 blocker, FLuc stim CS, STAT1 act, STAT3 inh, STAT3 activator, NF-kB neuron act, APP transl inh, FLuc inhib CS, ROMK primary, APP 5'UTR act
# COc1ccc(-c2noc(-c3ccc(Cl)cc3[N+](=O)[O-])n2)cc1OC reads -3, 0.8, 103, 4, 95, 1.9, -42, 16, 0.053, 42
# CC1=C(C)CS(=O)N(S(=O)(=O)c2ccccc2)C1 (configuration not stated) reads 5, 1.1, 96, 11, 96, 0.87, 11, -7, -5.5*, -11
# Cc1oc2cc(O)ccc2c(=O)c1N1C(=O)c2ccccc2C1=O reads -5, 1, 105, 3, 100, 1.3, 4, 1, /, -4

# (listing goes on)
no.	Molecule	STAT1 blocker	FLuc stim CS	STAT1 act	STAT3 inh	STAT3 activator
13	CC1(C)CC2CC(C)(CN2c2ncnc3ccc(Br)cc23)C1 (configuration not stated)	9	1	91	5	99
14	C=CCn1c(=O)c(C#N)cc2c(=O)n3ccccc3nc21	1	1.1	99	-1	104
15	NC(=O)C1=NOC(CNc2ncc(C(F)(F)F)cc2Cl)C1 (configuration not stated)	-15	1	114	-1	105
16	COc1ccccc1/C=C(/NC(=O)c1ccc(Cl)cc1Cl)C(=O)O	-7	0.9	105	8	100
17	C=CCn1c(-c2ccc(OC)c(OC)c2)cs/c1=N\c1ccccn1	-6	1.1	106	3	103
18	Cc1cc(C)c2nc(N3CCCN(C(=O)c4cnccn4)CC3)c(C#N)cc2c1	-6	1	105	4	97
19	CCCCN(CCCC)CCNC(=O)CSCc1ccc(C)cc1	7	1	93	9	95
20	CC(C(=O)c1ccccc1)n1cnc2ccccc2c1=O (configuration not stated)	-1	1	101	-5	108
21	C=C(C)CSc1nc(N)c(C#N)c(-c2ccc(C)cc2)c1C#N	-6	1	106	8	95
22	N#CC1=C(N)C(C#N)(C#N)C(c2cccnc2)C2COCC=C12 (configuration not stated)	-2	/	102	9	95
23	CCCN1CCN(C(=O)Nc2ccc(OCC)cc2)CC1	-2	1.1	101	4	107
24	CC(Sc1nc(-c2ccccc2)cs1)C(=O)Nc1ccc(Cl)cn1 (configuration not stated)	-9	1	108	19	85

no.	NF-kB neuron act	APP transl inh	FLuc inhib CS	ROMK primary	APP 5'UTR act
13	1.4	-4	2	0.13	4
14	1	4	-6	0.65	-4
15	1.6	-42	-3	2.4*	42
16	1.2	-6	5	-0.027	6
17	1.1	-15	-7	/	15
18	1.1	4	-2	-0.67	-4
19	0.84	-3	-1	-2	3
20	1.4	-14	-3	/	14
21	1.3	4	-3	/	-4
22	1.4	1	/	-6.1*	-1
23	1.4	-14	-10	0.39	14
24	0.81	21	-2	/	-21

# Values by screen from the entries so far:
# STAT1 blocker, nos. 14 to 21 → 1, -15, -7, -6, -6, 7, -1, -6

# Three compounds out of the list above, ordered by their value in APP 5'UTR act, lowest first:
No.	SMILES	APP 5'UTR act
13	CC1(C)CC2CC(C)(CN2c2ncnc3ccc(Br)cc23)C1 (configuration not stated)	4
23	CCCN1CCN(C(=O)Nc2ccc(OCC)cc2)CC1	14
17	C=CCn1c(-c2ccc(OC)c(OC)c2)cs/c1=N\c1ccccn1	15

# (more compounds)
no.	Molecule	STAT1 blocker	FLuc stim CS	STAT1 act	STAT3 inh	STAT3 activator
25	Cc1ccc(C(=O)n2c(=S)nc3ccccn32)cc1	-55	0	150*	50*	62
26	CCOC(=O)c1cnc(Nc2nc3ccccc3o2)nc1CN1CCN(C)CC1	28	1.1	75	0	100
27	O=C(c1ccccc1-n1cccc1)N1N=C(C(F)F)CC1(O)C(F)F (configuration not stated)	1	1.1	102	5	94
28	CSc1nc(N)nc(SC2C=CCCC2)c1C#N (configuration not stated)	-23	1	117	4	98
29	CC(C)NC(=O)c1ccc(C2SCC(=O)N2Cc2ccccc2)cc1 (configuration not stated)	9	1	92	7	95
30	CCOC(=O)N1CCC(NC(=O)CN2C(=O)CSc3nc(C)cc(C)c32)CC1	5	1	96	6	102
31	Cc1ccc(C2=NNC(C(O)C(O)C(O)C(C)O)S2)cc1 (configuration not stated)	-23	1	121	-4	101
32	CC(=O)c1c(C(C)=O)c(C)n(-c2cccc3cccnc23)c1C	4	1	95	16	89
33	O=C(CN1CCCCC1)NCCNC(=O)CN1CCCCC1	13	1	88	2	102
34	C/C(N)=C(/C#N)C(=O)CSc1cc(Cl)ccc1Cl	2	1.1	98	3	101
35	CC(C)(C)OC(=O)NNC(=S)NC1CCCCC1	-6	1	106	7	102
36	O=C(CC1N=C2c3ccccc3N=C(SCc3ccc(F)cc3)N2C1=O)NCc1ccco1 (configuration not stated)	-5	1	105	9	95

no.	NF-kB neuron act	APP transl inh	FLuc inhib CS	ROMK primary	APP 5'UTR act
25	2.6	-184	96*	0.81	184*
26	0.93	17	-8	/	-17
27	1.1	-11	-6	0.074	11
28	1.8	-2	-1	/	2
29	1.1	10	0	0.97	-11
30	1.1	-12	-3	/	12
31	1.8	-21	3	0.057	21
32	1	-13	-1	/	13
33	1	-5	-1	/	5
34	0.88	2	-8	-0.87	-2
35	1.2	1	-4	-0.85	-1
36	1.7	5	-2	0.53	-5

# The listing continues:
no.	Molecule	STAT1 blocker	FLuc stim CS	STAT1 act	STAT3 inh	STAT3 activator
37	O=C(CC(SCc1ccco1)c1ccc(O)cc1)c1cccs1 (configuration not stated)	-19	1	118	-25	127
38	Cc1nnc(SCc2ccccc2CSc2nnc(C)s2)s1	12	1.1	87	2	99
39	CC1=NN(c2nc3ccccc3[nH]2)C(=O)/C1=C/N(C)C	41*	0.1	61	29	78
40	Cc1c(N=Cc2ccc(Cl)o2)c(=O)n(-c2ccccc2)n1C	5	1	95	12	94
41	CCOC(=O)c1sc(NC(=O)c2cccs2)nc1C	-14	0.6	113	-6	105
42	CCOC(=O)c1sc(N)c(C#N)c1COC(=O)CNC(=O)c1cc(OC)c(OC)c(OC)c1	8	1	93	5	103
43	Oc1ccc2ccccc2c1/C=N/n1cnnc1	6	1	93	10	95
44	O=[N+]([O-])c1cc(Cl)c(O)c2ncccc12	-1	1	100	-15	116
45	Cc1nc(-c2ccccc2)sc1C(=O)/C=C/N(C)C	-55	0.9	147*	11	94
46	CCOc1c2ccc(C(=O)NCc3ccc(OC)cc3)cc2nn1CCOC	0	1	100	21	87
47	CC1=Nn2c(nnc2-c2cc(-c3ccccc3)n[nH]2)SC1	0	1	100	-1	106
48	CC(C)(C)NC(=S)NNC(=O)c1ccc2ncccc2c1	-44	0.9	136*	-8	110

no.	NF-kB neuron act	APP transl inh	FLuc inhib CS	ROMK primary	APP 5'UTR act
37	5.4*	-72	2	-0.59	71
38	1.2	-9	-6	0.16	9
39	0.85	-28	94*	-0.11	28
40	1.1	12	-3	/	-12
41	1.6	-6	39	/	6
42	0.95	5	-1	/	-5
43	1.1	11	-2	-0.37	-11
44	0.93	-1	-3	-1.8	1
45	1.8	-39	11	0.14	39
46	1.1	-10	-4	-0.51	10
47	1	19	1	/	-19
48	1	-82	9	1.3	82

# Additional structures.
no.	Molecule	STAT1 blocker	FLuc stim CS	STAT1 act	STAT3 inh	STAT3 activator
49	CCCn1c(=O)c(C(=O)Nc2ccccc2C(=O)OC)c(O)c2ccccc21	-5	1.1	105	10	97
50	Cc1cccc(-n2c(=S)[nH]c3sc4c(c3c2=O)CCc2ccccc2-4)c1	8	1	92	-8	120
51	O=C(NC(=S)NCCC1=CCCCC1)c1cccnc1	-1	1	99	8	96
52	CC(C)(C)N1CSC(=S)N(Cc2ccccc2)C1	1	1.1	99	15	94
53	CN(C)/C=C(\C=N\OCc1ccc(Cl)cc1Cl)C(=O)Nc1ccc(Cl)c(Cl)c1	-6	1.1	108	6	103
54	O=C(NC(=O)N1CCOCC1)c1ccccc1	1	1	99	0	100
55	O=C(CCCC(=O)N1CCN(c2ccccc2F)CC1)N1CCN(c2ccccc2F)CC1	-11	1.1	110	3	98

no.	NF-kB neuron act	APP transl inh	FLuc inhib CS	ROMK primary	APP 5'UTR act
49	1.2	-13	-7	/	13
50	1	-25	-2	0.79	25
51	1.4	6	-5	-0.48	-6
52	4.5*	14	-7	-0.0065	-14
53	0.87	-16	-8	/	16
54	1.1	-9	1	0.75	9
55	1.4	8	-9	-0.49	-7
